HTR1A agonist = 5-HT1a (human) receptor agonism | CHO 5-HT1a Ga15 NFAT-bla reporter, FRET ratio; 0% basal, 100% maximal reference agonist | P08908 | activation, % at 10 µM | 65,000 tested, 0.56% active | AID 567;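 active = activation above the screen-wide mean activation plus 3 SD, cut at about 19% in these data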;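 also: 0% = DMSO wells and 100% = 5-CT at EC100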
Target sequence (P08908 whole entry, looked up): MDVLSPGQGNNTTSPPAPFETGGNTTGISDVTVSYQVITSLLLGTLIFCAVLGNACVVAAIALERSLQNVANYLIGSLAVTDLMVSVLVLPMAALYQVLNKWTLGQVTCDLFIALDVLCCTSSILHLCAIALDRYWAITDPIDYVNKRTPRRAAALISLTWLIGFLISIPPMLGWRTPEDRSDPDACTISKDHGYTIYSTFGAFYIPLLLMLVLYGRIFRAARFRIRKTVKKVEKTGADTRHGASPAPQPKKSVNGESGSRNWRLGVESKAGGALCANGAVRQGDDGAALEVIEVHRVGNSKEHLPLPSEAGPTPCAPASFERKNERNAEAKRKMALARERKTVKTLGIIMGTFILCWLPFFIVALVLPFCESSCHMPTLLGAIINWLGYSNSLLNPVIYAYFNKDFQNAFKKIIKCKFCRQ
Hsp90 inh = displaces geldanamycin probe from tumor Hsp90 | P07900 | NCI-N417 lysate Hsp90, Cy3B-geldanamycin FP displacement | inhibition, % at 30 µM | 64,000 tested, 0.35% active;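 active = inhibition above 50%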;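 also: 0% = tracer plus lysate wells and 100% = tracer alone without lysate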
E coli RNAP = inhibitors of Escherichia coli RNA polymerase; P0A8V2; E. coli RNA polymerase, fluorescence transcription assay; inhibition, %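 (tested at 10 µM)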; 62,000 tested, 0.2% active; in the data active = inhibition above about 20%;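 also: 0% = enzyme without compound and 100% = no enzyme blank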
M1 ag = M1 muscarinic receptor agonism. CHO-M1 cells, Fluo-4 calcium fluorescence, agonist mode; stronger effect = higher value. B-score at 10 µM. 64,000 tested, 3% active. AID 626;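 active = fluorescence rise, raw or as B-score row- and column-corrected plate score, outside the 99.7% band of its plate's samples, either direction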
Autofluor 339 = intrinsic fluorescence of library compounds, ex339/em460 – biochemical, MLSMR library, data from DPM-DC assay, artefact control, profiling panel; compound autofluorescence, ex339/em460 nm, NADH buffer; stronger effect = higher value; 1 = no-compound wells, NADH background; fluorescence fold increase at 10 µM; 65,000 tested, 5.5% active; AID 709;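 active = at 10 µM, mean starting fluorescence two-fold or more over control wells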;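 also: signal is the first read of a kinetic run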
M1 antag = blocks the rat M1 muscarinic receptor response to acetylcholine; P08482; B-score at 10 µM; CHO-M1 cells, Fluo-4 calcium, ACh EC80 antagonist mode; stronger effect = lower value; 64,000 tested, 3.4% active;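 active = calcium fluorescence response, raw or row-and-column corrected B-score, differing from the plate sample mean either way at a set confidence level, mostly lower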
NADH coupling = inhibitors of enzymes used to reach an NAD/NADH endpoint; IC50, µM (doses to about 10 µM), inactives show at the top dose inhibition; AID 774; coupled PK/LDH NADH assays, four targets; 65,000 tested, 0.02% active;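 active = single-dose screening hits from any of four coupled enzyme assays that gave an IC50 when retested across doses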;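 also: the DPM-DC format reads NADH fluorescence rather than 340 nm absorbance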
HER2 expr 66K = lowers expression of human Her2 kinase; P04626; SKBR-3 HER2 protein level, AlphaScreen, 18-24 h; stronger effect = lower value; HER2 level % of control, % at 10 µM; 65,000 tested, 0.69% active; AID 645;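 active = HER2 level under 5% of the carrier-only control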;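 also: 100% = DMSO carrier and 0% = 500 nM PU-H71 HSP90 inhibitor; lower value means stronger loss of Her2 protein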
D1 mod = allosteric modulators of human D1 dopamine receptor; P21728; HEK293 D1, CRE-luciferase, dopamine EC30 potentiation; actives deviate in either direction; B-score at 10 µM; 58,000 tested, 5.9% active;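 active = luminescence count or its row- and column-corrected plate score outside the 99.7% band of the plate's sample wells, on either side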
Target sequence (P21728 whole entry, looked up): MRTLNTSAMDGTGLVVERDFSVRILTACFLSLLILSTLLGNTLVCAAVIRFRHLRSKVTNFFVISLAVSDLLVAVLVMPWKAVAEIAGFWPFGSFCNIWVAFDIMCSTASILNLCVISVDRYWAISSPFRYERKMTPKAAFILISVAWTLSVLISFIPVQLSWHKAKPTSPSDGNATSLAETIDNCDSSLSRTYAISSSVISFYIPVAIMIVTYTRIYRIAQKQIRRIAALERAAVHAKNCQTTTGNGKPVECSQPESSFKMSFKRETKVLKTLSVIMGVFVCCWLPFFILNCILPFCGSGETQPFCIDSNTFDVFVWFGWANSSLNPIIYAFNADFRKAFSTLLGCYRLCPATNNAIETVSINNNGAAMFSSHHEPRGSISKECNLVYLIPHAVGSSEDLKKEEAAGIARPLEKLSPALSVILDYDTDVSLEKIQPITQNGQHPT
* = called active by the depositor; / = not tested or not shown.

SMILES | HTR1A agonist | Hsp90 inh | E coli RNAP | M1 ag | Autofluor 339 | M1 antag | NADH coupling | HER2 expr 66K | D1 mod
Brc1cc(Br)c2ncnc(N3CCCCC3)c2c1 | 2.1 | / | 1.1 | -0.00377 | 1.08 | 0.402 | 5.0% | 8.6 | 0.22
O=C(CSc1nc2ccccc2c(=O)n1NC(=O)Cc1ccccc1)NCc1ccco1 | -0.4 | -2.4 | 6.0 | -0.723 | 1.05 | -0.329 | 4.0% | 54.7 | /
CC(=O)Nc1ccc(C(=O)CSc2nc3ccccc3n2CC(=O)N2CCCC2)cc1 | -3.1 | -0.1 | / | 1.46 | 1.09 | -1.06 | 3.0% | 106.9 | 0.911
COC(=O)c1[nH]c(=O)c2ccccc2c1OCc1ccccc1 | -3.0 | -3.6 | 5.0 | -0.0158 | 1.03 | 0.17 | 7.0% | 114.9 | 0.564
CC(C)(C)OC(=O)NCCCCCc1nnc(SCC(N)=O)o1 | -1.4 | -0.1 | -5.2 | -0.235 | 1.07 | 0.0465 | 5.0% | 138.9 | 0.704
Cc1ccc2c(c1)N(C(=O)CSc1nncn1C)C(C)(C)c1ssc(=S)c1-2 | -3.1 | -0.1 | 8.3 | / | 1.06 | / | 6.0% | 64.5 | 2.82*
O=C(NCc1ccco1)c1cc(-c2ccccc2)c(N2CCOCC2)s1 | -0.4 | -1.1 | 7.1 | 0.135 | 1.11 | -1.01 | 5.0% | 96.9 | -0.116
Cc1ccc(C)c2[nH]c(=O)c(CN(CCN3CCCC3)C(=O)Nc3ccc(F)cc3)cc12 | 0.0 | -2.7 | 7.7 | -1.36 | 1.25 | -0.389 | 6.0% | 81.2 | -1.67
CCCc1nc(-c2ccc(-c3ccc(F)cc3)cc2)no1 | -0.9 | -3.0 | 2.4 | 0.289 | 1.14 | -0.123 | 1.0% | 91.9 | 0.00482
COc1ccc(N(CC(O)Cn2nnc3ccccc32)S(=O)(=O)c2ccc(C)cc2)cc1 (centres undefined) | 3.6 | -0.5 | 6.7 | -1.08 | 1.09 | -0.793 | 2.0% | 127.7 | -1.03
Cc1ccccc1N1C(=O)c2ccccc2C1Nc1cccnc1 (centres undefined) | 0.0 | -1.4 | 8.5 | 0.00206 | 1.06 | 0.0721 | 3.0% | 113.0 | 0.344
CC1Cc2ccccc2C(=O)N1 (centres undefined) | -3.9 | 1.7 | 5.0 | -0.689 | 1.11 | 1.27 | 8.0% | 106.9 | -1.25
Cc1cccc(S(=O)(=O)c2c(N)n(/N=C/c3ccco3)c3nc4ccccc4nc23)c1 | 2.7 | -30.3 | 10.7 | -0.0492 | 3.15* | 0.227 | 10.0% | 58.2 | -0.549
O=C(CSc1n[nH]c(-c2cccs2)n1)NCc1cccs1 | -1.1 | -4.2 | 2.3 | 0.0106 | 1.08 | 0.478 | 7.0% | 98.5 | -0.438
COC(=O)c1cn(-c2ccccc2)nc1C(=O)OC | -1.1 | 1.6 | 5.3 | -0.42 | 1.03 | 0.135 | 5.0% | 97.8 | 18.3*
O=S(=O)(NCc1ccco1)N1CCOCC1 | -0.6 | -6.8 | 11.2 | -0.529 | 1.06 | -0.435 | 3.0% | 105.0 | -0.668
O=C1CSC(c2cn(-c3ccccc3)nc2-c2ccccc2)N1Cc1ccco1 (centres undefined) | 0.8 | -0.4 | -2.0 | -0.0319 | 1.2 | -0.299 | 3.0% | 88.3 | 1.21
CCOc1ccc(NC(=O)C2CCC(N3C(=O)C4CC=CCC4C3=O)CC2)cc1 (centres undefined) | -1.9 | -0.8 | 7.6 | -0.375 | 1.1 | 0.612 | 11.0% | 88.4 | -0.602
CCCc1cc(=O)n2[nH]c(-c3cc(OC)c(OC)c(OC)c3)nc2n1 | -0.6 | -3.6 | 5.0 | -1.1 | 1.11 | 0.28 | 1.0% | 93.6 | -0.982
Cn1cnnc1SCc1ccc(C(=O)n2ncc(C#N)c2N)cc1 | -1.8 | -0.5 | 5.3 | 1.52 | 1.16 | -3.64* | 2.0% | 91.1 | -1.09
COc1ccc(-c2nnc(SCCC(=O)O)n2-c2ccccc2)cc1 | -5.0 | -4.2 | -8.8 | 0.135 | 1.1 | 0.315 | 1.0% | 113.2 | -0.46
Cc1sc(C(=O)NCc2cccnc2)c2nc(C)n(CC(=O)NCc3cccnc3)c(=O)c12 | -0.8 | -1.7 | 6.9 | -0.0187 | 1.12 | -1.02 | 6.0% | 102.4 | 0.06
CCOc1ccc(-c2noc(-c3cccnc3)n2)cc1OC | -2.8 | 0.8 | -1.6 | 0.46 | 1.08 | -0.609 | 4.0% | 121.2 | 4.26*
CCOc1ccccc1N1CCN(C(=O)c2ccccc2)CC1 | -1.4 | -1.0 | 3.5 | / | 1.15 | / | 3.0% | 108.9 | -0.193
CCn1c(=O)cc(OCC(=O)N2CCN(C(=O)c3ccco3)CC2)c2ccccc21 | -2.9 | -1.4 | 13.0 | -1.53 | 1.06 | 0.188 | 6.0% | 96.5 | -0.229
CC(=O)c1c(C)[nH]c(C(=O)CSc2nnc(C3CCCCC3)n2N)c1C | 1.6 | -1.6 | 0.7 | -1.17 | 0.99 | 0.549 | 6.0% | 117.3 | -2.39
Cc1c(C(=O)N2CCN(c3ccccc3F)CC2)sc2nc(-c3ccccc3)cn12 | 0.5 | -2.5 | 7.3 | 0.889 | 1.01 | 0.519 | 9.0% | 109.1 | 0.11
O=C(Nc1cnn(Cc2ccc(F)cc2)c1)c1cc(-c2cccs2)on1 | -2.1 | 3.0 | 2.6 | 0.191 | 1.69 | 0.207 | 8.0% | 72.2 | -0.0575
COc1ccc(CCNC(=O)CN(C)S(=O)(=O)c2cccc3nsnc23)cc1OC | -1.6 | -1.6 | -0.4 | 0.0543 | 1.1 | -0.19 | 6.0% | 83.6 | -0.217
COC(=O)c1ccc(C)c(N(CCO)CCO)c1 | -0.1 | -11.3 | 6.7 | -0.625 | 1.13 | 0.667 | 6.0% | 106.6 | -0.437

Seven consecutive compounds already listed, quoted:
SMILES | HTR1A agonist | Hsp90 inh | E coli RNAP | M1 ag | Autofluor 339 | M1 antag | NADH coupling | HER2 expr 66K | D1 mod
Cc1sc(C(=O)NCc2cccnc2)c2nc(C)n(CC(=O)NCc3cccnc3)c(=O)c12 | -0.8 | -1.7 | 6.9 | -0.0187 | 1.12 | -1.02 | 6.0% | 102.4 | 0.06
CCOc1ccc(-c2noc(-c3cccnc3)n2)cc1OC | -2.8 | 0.8 | -1.6 | 0.46 | 1.08 | -0.609 | 4.0% | 121.2 | 4.26*
CCOc1ccccc1N1CCN(C(=O)c2ccccc2)CC1 | -1.4 | -1.0 | 3.5 | / | 1.15 | / | 3.0% | 108.9 | -0.193
CCn1c(=O)cc(OCC(=O)N2CCN(C(=O)c3ccco3)CC2)c2ccccc21 | -2.9 | -1.4 | 13.0 | -1.53 | 1.06 | 0.188 | 6.0% | 96.5 | -0.229
CC(=O)c1c(C)[nH]c(C(=O)CSc2nnc(C3CCCCC3)n2N)c1C | 1.6 | -1.6 | 0.7 | -1.17 | 0.99 | 0.549 | 6.0% | 117.3 | -2.39
Cc1c(C(=O)N2CCN(c3ccccc3F)CC2)sc2nc(-c3ccccc3)cn12 | 0.5 | -2.5 | 7.3 | 0.889 | 1.01 | 0.519 | 9.0% | 109.1 | 0.11
O=C(Nc1cnn(Cc2ccc(F)cc2)c1)c1cc(-c2cccs2)on1 | -2.1 | 3.0 | 2.6 | 0.191 | 1.69 | 0.207 | 8.0% | 72.2 | -0.0575

(list continues)
SMILES | HTR1A agonist | Hsp90 inh | E coli RNAP | M1 ag | Autofluor 339 | M1 antag | NADH coupling | HER2 expr 66K | D1 mod
COc1ccccc1Nc1ncnc2c1cnn2-c1cccc(C)c1 | 0.2 | -0.5 | 9.8 | 0.201 | 1.17 | -0.281 | 2.0% | 83.1 | -1.09
Cc1onc(-c2c(F)cccc2Cl)c1C(=O)N1CCCc2ccccc21 | 0.3 | -1.8 | / | 0.126 | 1.06 | 0.4 | 4.0% | 34.6 | -0.196
Cc1nc2sc(C(c3cccc(F)c3)N3CC(C)OC(C)C3)c(O)n2n1 (centres undefined) | -0.3 | -0.8 | 3.2 | -0.0259 | 1.09 | 0.197 | 6.0% | 54.2 | 1.26
N#Cc1ccc2ccn(CC(=O)NCc3ccccc3)c2c1 | -2.4 | -3.3 | 1.4 | 0.734 | 1.42 | -0.381 | 5.0% | 76.7 | 0.252
CCN1CCCC1CNC(=O)c1c(O)c2c([nH]c1=O)CCCC2 (centres undefined) | -1.4 | -0.6 | 6.9 | -0.158 | 1.1 | -0.321 | 4.0% | 114.9 | 0.873
O=C(O)CCn1c(=O)sc2ccccc21 | 1.7 | 3.0 | 0.1 | -0.485 | 1.11 | 1.04 | 6.0% | 119.5 | 0.119
CCOC(=O)c1[nH]c(CSc2nnc(-c3ccc(OC)cc3)o2)c(C(=O)OCC)c1C | 2.0 | -4.2 | 5.8 | -0.896 | 1.14 | 0.329 | 1.0% | 82.7 | 4.78*
O=C(CCN1C(=O)c2ccncc2C1=O)NCc1ccc(Cl)cc1 | 0.1 | -1.5 | 1.7 | -0.22 | 1.07 | 0.256 | 7.0% | 111.6 | -0.173
Cc1cnc(C(=O)Nc2ccc(N3CCOCC3)cc2)cn1 | 1.6 | 15.2 | 11.0 | -0.00305 | 1.03 | -0.379 | 4.0% | 91.0 | 0.511
Brc1ccc2nc3c(n2c1)CCCC3 | -1.9 | -1.6 | 4.5 | / | 1.08 | / | 5.0% | 61.3 | 0.399
COC(=O)c1[nH]c(C)c(/C(O)=C2\C(=O)C(=O)N(CCN(C)C)C2c2cccc(OC)c2OC)c1C (centres undefined) | -3.8 | -1.8 | 7.1 | -0.289 | 1.06 | 0.871 | 6.0% | 100.9 | -0.299
Cc1cnc(C(=O)Nc2ccc(F)c(F)c2)cn1 | -0.2 | 6.2 | 4.7 | / | 1.13 | / | 3.0% | 97.8 | /
COc1ccccc1C1/C(=C(\O)c2ccc3c(c2)OCCO3)C(=O)C(=O)N1CCCN(C)C (centres undefined) | -1.1 | -2.3 | / | 0.00762 | 1.1 | 0.409 | 4.0% | 76.0 | /
O=C(Nc1ccc(O)cc1)c1cc2n(n1)C(C(F)(F)F)CC(c1ccco1)N2 (centres undefined) | -0.6 | -4.8 | 4.3 | -2.34* | 1.07 | 0.376 | 4.0% | 58.7 | -0.0228
COCC(=O)NCc1nc2ccccc2[nH]1 | -3.4 | / | 0.6 | -0.213 | 1.12 | 0 | 1.0% | 92.8 | 0.472
CS(=O)(=O)c1ccc2nc(NC(=O)Cc3ccccc3)sc2c1 | -1.4 | -7.3 | 7.2 | 1.71 | 1.07 | -0.262 | 1.0% | 100.7 | /
CCCCCNC(=O)C(C#N)c1nc2ccccc2nc1N1CC(C)OC(C)C1 (centres undefined) | 3.5 | 1.0 | -1.0 | 2.32 | 1.09 | 1.55 | 9.0% | 151.1 | /
Cc1ncc(CO)c2c1OC(C)(C)OC2 | 26.7* | 0.5 | -2.9 | -0.311 | 1.05 | 1.41 | 3.0% | 72.9 | 0.0602
COc1ccccc1N1CCN(S(=O)(=O)Cc2ccccc2Cl)CC1 | -0.2 | -3.3 | 8.4 | 0.788 | 1.1 | 0.83 | 2.0% | 98.7 | -1.2
O=c1c2ccccc2nc2n1CCCS2 | -0.5 | 0.9 | 3.7 | 0.071 | 1.1 | 0.609 | 0.0% | 85.0 | -1.49
Cc1sc2nc(CSc3nc4ccccc4c(=O)n3CCCN3CCOCC3)[nH]c(=O)c2c1C | 2.2 | -8.4 | 4.1 | 10.5* | 1.03 | -0.0247 | 4.0% | 133.6 | 0.373
COC(=O)c1cc(OC)c(OC)cc1N | -1.3 | -7.0 | 9.0 | -0.225 | 1.13 | 0.518 | 1.0% | 122.7 | /
O=C1C=C(c2ccccc2)C(O)(c2ccccc2)C1 (centres undefined) | -4.1 | -1.9 | -2.8 | -0.309 | 1.02 | -0.479 | 6.0% | 87.7 | -0.0963
Cc1cc(=O)n2[nH]c(C)c(-c3ccc(Cl)cc3)c2n1 | -2.9 | -3.5 | 14.2 | / | 1.82 | / | 13.0% | 98.8 | -1.93

Screening results from PubChem BioAssay.

Not a hit list. About 16% of those tested had a hit in this group.
